EP2 mod: EP2 receptor (human) modulation; P43116; EP2-expressing cells, cAMP HTRF FRET, PGE2 co-stimulation; induction, % at 25 µM; actives 0.83% (n = 260,000); AID 940;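 active = compounds whose cAMP rise, as percent of the full-agonist control response, exceeds 60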;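 note: rat C6 glioma line stably carrying human EP2 under a CMV promoter; the protocol text gives 20 µM as final concentration; 100% = response of wells given 1 µM PGE2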
NPY-Y2 PAM-ag: potentiators or agonists of human neuropeptide Y receptor Y2; P49146; cells expressing NPY-Y2, potentiator/agonist read-out; activation, % at 3.6 µM; actives 0.45% (n = 220,000); in the data active = activation above about 27%;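 note: cells stimulated with NPY near EC25 plus isoproterenol at EC100; 0% = vehicle plus submaximal agonist and 100% = vehicle plus saturating agonist; some results beyond the cut were filed as inactive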
EP2 antag: inhibitors of human EP2 prostaglandin E2 receptor; inhibition, % at 25 µM; P43116; C6 glioma cells expressing human EP2, cAMP TR-FRET; cells stimulated with saturating PGE2; actives 0.52% (n = 260,000);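 active = percent inhibition above 40 after rounding to a whole number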;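 note: rat C6 glioma host cells with rolipram phosphodiesterase inhibitor present; the protocol text gives 20 µM as final concentration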
NPY1 pot ag: potentiators or agonists of human neuropeptide Y receptor Y1. NPY-Y1 expressing cells, potentiator/agonist activation. P25929. activation, % at 3.6 µM. actives 0.37% (n = 220,000). AID 1304; in the data active = activation above about 33%, passing the limit was not always enough;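 note: cells stimulated with NPY at EC10 then isoproterenol at EC100; 0% = low agonist plus stimulus and 100% = saturating agonist plus stimulus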
NPY-Y1 antag: NPY-Y1 (human) receptor antagonism; P25929; HEK293-CNG Y1 cells, membrane potential fluorescence; NPY at EC95, then isoproterenol; inhibition, % at 3.6 µM; actives 1% (n = 200,000); AID 1040;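 active = inhibition above the campaign mean inhibition of all tested compounds plus 3 SD, cut at about 20% in these data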;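 note: 0% = DMSO wells given NPY plus isoproterenol and 100% = isoproterenol alone without NPY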
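Assay system: HEK293 cells with Y1 receptor plus CNG channel | Probe or stimulus: NPY (25 nM), isoproterenol (1 µM), Ro 20-1724 (25 µM) | Timing: Compound incubation 1 h at room temperature, readout 45 min post-stimulation | Measured by: Membrane-potential fluorescent dye readout | Benchmarks: High control isoproterenol alone, low control NPY with isoproterenol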
eIF4E-4G inh: inhibitors of eIF4E and eIF4G interaction in translation initiation | P63073+Q04637 | TR-FRET eIF4E-eIF4GI(517-606) binding, 2 h | AID 782 | actives 0.37% (n = 220,000) | inhibition, % at 21.7 µM;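 active = inhibition above about 30%, limit read from the data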;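 note: 0% = full FRET control wells and 100% = background wells lacking eIF4GI fragment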
p97 ATPase inh: inhibitors of human p97 ATPase. actives 0.42% (n = 220,000). AID 1481. inhibition, % at 8 µM. recombinant p97 ATPase, Kinase-Glo ATP luminescence, 3 h; in the data active = inhibition above about 15%;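 note: 0% = DMSO vehicle and 100% = wells lacking enzyme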
Target sequence (P55072 whole entry, looked up): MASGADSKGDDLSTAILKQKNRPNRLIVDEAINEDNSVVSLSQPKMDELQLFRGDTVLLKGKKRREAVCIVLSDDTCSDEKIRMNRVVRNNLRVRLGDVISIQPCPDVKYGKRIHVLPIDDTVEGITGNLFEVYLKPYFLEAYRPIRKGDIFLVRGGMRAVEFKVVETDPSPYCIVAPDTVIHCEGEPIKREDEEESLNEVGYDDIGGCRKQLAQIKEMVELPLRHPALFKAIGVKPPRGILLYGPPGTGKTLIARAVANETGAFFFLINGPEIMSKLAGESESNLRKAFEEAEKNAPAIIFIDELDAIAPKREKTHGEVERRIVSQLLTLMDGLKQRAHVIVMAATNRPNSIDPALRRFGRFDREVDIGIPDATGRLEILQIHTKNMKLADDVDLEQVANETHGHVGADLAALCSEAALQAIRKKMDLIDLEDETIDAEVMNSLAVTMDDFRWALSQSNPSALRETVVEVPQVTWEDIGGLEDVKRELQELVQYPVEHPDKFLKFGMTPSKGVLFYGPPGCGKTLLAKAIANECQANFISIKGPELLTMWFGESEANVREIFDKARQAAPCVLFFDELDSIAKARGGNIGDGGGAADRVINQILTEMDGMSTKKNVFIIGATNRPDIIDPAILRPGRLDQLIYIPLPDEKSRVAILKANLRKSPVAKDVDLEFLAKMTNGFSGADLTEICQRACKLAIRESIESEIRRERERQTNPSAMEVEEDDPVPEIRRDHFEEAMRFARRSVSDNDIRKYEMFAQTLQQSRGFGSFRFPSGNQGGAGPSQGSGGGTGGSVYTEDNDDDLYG
S1P4 antag: blocks the human S1P4 receptor; actives 0.26% (n = 220,000); S1P4-expressing cells, antagonist mode, reporter read-out; inhibition, % at 4.98 µM; O95977; in the data active = inhibition above about 29%;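 note: 0% = wells stimulated with agonist and 100% = vehicle wells without agonist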
S1P4 agonist: agonists of human S1P4 receptor | actives 0.35% (n = 220,000) | activation, % at 4.98 µM | S1P4-expressing cell line, agonist reporter assay | AID 1509; in the data active = activation above about 11%;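 note: 0% = DMSO vehicle and 100% = reference agonist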
The depositor's hits bear a star; / = no result given; [ ] = remark or other dose. A portion of the library; rates above refer to the full screens.

item	Molecule	EP2 mod	NPY-Y2 PAM-ag	EP2 antag	NPY1 pot ag	NPY-Y1 antag
1	Cc1ccc(C)c(Cn2nnc3c(=O)[nH]c(C4CCCN(C(=O)CC(C)C)C4)nc32)c1 (stereo unspecified)	31	8	9	10	-4
2	CCCCC(=O)Nc1ccc(NC(=O)c2ccccc2[N+](=O)[O-])cc1OC	-8	6	5	3	0
3	CC(C)(C)c1ccc(C(=O)NCCn2c(N)c(C#N)c3nc4ccccc4nc32)cc1	45	-7	11	-32	1
4	COc1ccccc1-c1ccc(SCC(=O)N2CCOCC2)nn1	8	-3	4	13	2
5	CCOC(=O)CNC(=O)CSc1nnc(SCC(=O)NCC(=O)OCC)s1	0	-14	6	-1	2
6	O=C(CSc1ccccn1)c1ccc(F)cc1	17	15	6	-1	6
7	O=C(Nc1cccnc1)C12CC3CC(CC(C3)C1)C2	-13	-9	6	29	-11
8	CCn1ncc(C(=O)Nc2cccc(Cl)c2)c1C	-28	20	9	-15	5
9	O=S(=O)(c1cccc(F)c1)N1CCN(Cc2ccc3c(c2)OCO3)CC1	-6	-14	4	-6	8
10	Cc1ccc(NC(=O)CSc2nsc(SCC(=O)Nc3ccc(C)cc3C)c2C#N)c(C)c1	21	-2	7	-19	-2
11	CN1C(=O)c2ccc(C(=O)NC3CCCCC3)cc2C1=O	4	9	10	-19	-12
12	C=CCn1c(SCC(=O)NCc2ccc3c(c2)OCO3)nnc1-c1cccnc1	6	-2	3	-1	3

item	eIF4E-4G inh	p97 ATPase inh	S1P4 antag	S1P4 agonist
1	1	0	2	0.2
2	5	8	13	-0.3
3	0	3	2	3.0
4	-3	2	9	1.7
5	-7	0	-23	-1.9
6	-4	8	-4	0.6
7	1	2	1	-1.0
8	5[fluorescence artefact?]	7	-12	-1.2
9	8	-6	-2	-0.3
10	2	-5	1	0.2
11	-11[fluorescence artefact?]	-1	-10	2.9
12	-1	2	3	0.7

(further entries)
item	Molecule	EP2 mod	NPY-Y2 PAM-ag	EP2 antag	NPY1 pot ag	NPY-Y1 antag
13	Cc1cc(NC(=O)CSc2nc3ccccc3c(=O)n2-c2ccccc2)no1	28	-5	10	10	3
14	COc1ccc(-c2cc(N3C(=O)Nc4ccccc4N3O)n[nH]2)cc1OC	-4	-6	4	12	1
15	CCOC(=O)C1(CC2CC2)CCN(Cc2cn(C)c3ccccc23)CC1	-48	-23	3	-38	15
16	CC(C)(C)N=C1C([N+](=O)[O-])=CC=C2C1=NC1(CCCCC1)N2O	16	13	14	-3	-2
17	COC(=O)c1ccccc1NC(=O)/C=C/c1cc(OC)c(OC)c(OC)c1	2	-5	12	1	5
18	Cc1cc(C)cc(NC(=S)N2CCN(Cc3ccccc3)CC2)c1	-8	-2	7	-3	-1
19	O=C(Nc1nnc(C2CC2)s1)C1CCCCN1S(=O)(=O)c1ccccc1 (stereo unspecified)	16	0	3	-12	6
20	CCCCCN(C(=O)NC(=O)Nc1ccccc1C)S(C)(=O)=O	22	4	11	1	4
21	COc1cc2c(cc1OC)C(C(=O)Nc1cccc(C)n1)C(c1cccnc1)N(C)C2=O (stereo unspecified)	18	-17	1	30	4
22	Cc1ccc(Cn2c(=N)c(C#N)cc3c(=O)n4cccc(C)c4nc32)cc1	21	3	0	10	-3
23	O=C(Oc1ccc(-c2nccc(-c3ccccn3)n2)cc1)c1cccc(C(F)(F)F)c1	67*	-7	14	-12	2
24	Cc1ccc(C(=O)COC(=O)c2cccc(N3C(=O)c4c(C)nc5ccccc5c4C3=O)c2)cc1C	31	-8	4	-16	5

item	eIF4E-4G inh	p97 ATPase inh	S1P4 antag	S1P4 agonist
13	3[fluorescence artefact?]	4	-10	-0.4
14	1	0	4	1.9
15	-1	-2	-5	0.6
16	6	3	-11	0.2
17	-1[fluorescence artefact?]	-3	-6	2.2
18	-2	-1	-5	-0.9
19	0	2	-12	0.0
20	-1	3	-9	0.3
21	-11[fluorescence artefact?]	4	-4	1.4
22	-9	6	-11	2.1
23	-16	-2	-8	0.2
24	2	-10	-10	1.4

As entered above.
no. 1 in NPY1 pot ag is listed with 10
no. 11 in S1P4 antag is listed with -10

Returning to the listing, repeating the 2 entries before the break.
item	Molecule	EP2 mod	NPY-Y2 PAM-ag	EP2 antag	NPY1 pot ag	NPY-Y1 antag
23	O=C(Oc1ccc(-c2nccc(-c3ccccn3)n2)cc1)c1cccc(C(F)(F)F)c1	67*	-7	14	-12	2
24	Cc1ccc(C(=O)COC(=O)c2cccc(N3C(=O)c4c(C)nc5ccccc5c4C3=O)c2)cc1C	31	-8	4	-16	5
25	C=CCn1c(=O)n(CCOC)c(=O)c2sc3ccccc3c21	11	-10	8	2	2
26	CCCCn1c(SCC(=O)Nc2ccc(OC)cc2)nc2ccc(N3CCOCC3)cc2c1=O	13	3	6	-12	0
27	Cn1c(N)c(C(=O)COC(=O)C2CCCCC2)c(=O)n(C)c1=O	-27	14	9	14	-8
28	CCOc1ccc(CN(C)CCc2ccccn2)cc1	0	5	4	9	4
29	Cc1nc(N=C(N)N)nc2ccccc12	24	5	6	3	6
30	O=C(O)c1ccc(N2C(=O)c3cccc(Oc4ccc(Cl)cc4)c3C2=O)cc1	27	-1	8	7	-5
31	CCCCCCOc1ccc(/C(C)=N/NC2=NCCN2)cc1[N+](=O)[O-]	-39	14	4	13	12
32	O=C(O)c1ccccc1-n1cccc1C(=O)O	20	-9	15	23	/
33	COCCCNC(=S)N1CCN(S(C)(=O)=O)CC1	9	4	7	-9	-7
34	COc1cc(NC(=O)c2c(F)cccc2F)c(Cl)cc1Cl	-7	5	1	-10	7
35	CCOc1c2c(nc3ccc(Cl)cc13)CCC2	56	0	6	14	4
36	CCOC(=O)c1cnn(-c2cc(C)nc3c(-c4ccccc4)c(C)nn23)c1N	27	6	8	25	-3

item	eIF4E-4G inh	p97 ATPase inh	S1P4 antag	S1P4 agonist
23	-16	-2	-8	0.2
24	2	-10	-10	1.4
25	-1	2	-1	-0.4
26	-9	-4	-2	-0.2
27	-2	3	-15	-0.2
28	1	5	6	0.6
29	1	9	-8	-2.0
30	-2	6	-15	1.1
31	-19	8	-4	-1.1
32	5	14	-4	-0.5
33	15	8	-3	0.6
34	0	3	-16	1.6
35	3	2	3	1.8
36	-1	3	-25	0.2

Arranged by length of the SMILES (falling): five of the compounds above.
item	Molecule	EP2 mod	NPY-Y2 PAM-ag	EP2 antag	NPY1 pot ag	NPY-Y1 antag
3	CC(C)(C)c1ccc(C(=O)NCCn2c(N)c(C#N)c3nc4ccccc4nc32)cc1	45	-7	11	-32	1
17	COC(=O)c1ccccc1NC(=O)/C=C/c1cc(OC)c(OC)c(OC)c1	2	-5	12	1	5
33	COCCCNC(=S)N1CCN(S(C)(=O)=O)CC1	9	4	7	-9	-7
35	CCOc1c2c(nc3ccc(Cl)cc13)CCC2	56	0	6	14	4
29	Cc1nc(N=C(N)N)nc2ccccc12	24	5	6	3	6

item	eIF4E-4G inh	p97 ATPase inh	S1P4 antag	S1P4 agonist
3	0	3	2	3.0
17	-1[fluorescence artefact?]	-3	-6	2.2
33	15	8	-3	0.6
35	3	2	3	1.8
29	1	9	-8	-2.0

(listing goes on)
item	Molecule	EP2 mod	NPY-Y2 PAM-ag	EP2 antag	NPY1 pot ag	NPY-Y1 antag
37	C=CCN=c1scc(-c2ccc3c(c2)NC(=O)CO3)n1/N=C(\C)c1ccccn1	-48	34*	1	16	-6
38	CN(c1ccc(OCC(=O)N2CCN(c3ccc(F)cc3)CC2)cc1)S(=O)(=O)c1cccs1	-7	-5	9	-8	4
39	O=C(NNC(=O)C1CC1c1ccccc1)c1ccccc1[N+](=O)[O-] (stereo unspecified)	14	4	12	-6	1
40	COc1ccc(-n2nc(C(=O)N3CCC(C#N)CC3)c3c4ccccc4n(C)c3c2=O)cc1	/	11	16	-15	-5
41	O=C(CSc1nnnn1-c1ccc(F)cc1)c1ccc(O)c(O)c1	2	17	8	9	-6
42	O=C(NCc1ccc2c(c1)OCO2)c1ccncc1	-5	4	0	9	5
43	CCCCCCn1c(NCC)nc2c1c(=O)n(C)c(=O)n2C	9	30	15	-29	-2
44	CCCCNS(=O)(=O)c1ccc2nc(-c3cccnc3)cc(C(=O)NC3CCCC3)c2c1	-20	-23	3	-21	/
45	O=C(NNc1cccc(Cl)n1)Nc1ccccc1	-2	-3	13	12	-2
46	COCCNC(=O)Nc1ccc(F)cc1	24	-3	3	-5	-5
47	CC1(c2ccc3ccccc3c2)NC(=O)N(CC(=O)NCc2cccs2)C1=O (stereo unspecified)	-35	-7	4	2	2
48	Cc1cc(N)n(-c2ccccc2C)n1	5	-6	10	-7	4

item	eIF4E-4G inh	p97 ATPase inh	S1P4 antag	S1P4 agonist
37	6	5	-5	-2.7
38	0	3	-4	0.9
39	5	4	1	2.3
40	/	9	-4	2.0
41	3	4	26	1.5
42	2	11	-26	-0.2
43	2	-9	-8	-0.3
44	2	-2	-2	0.1
45	-10	4	-17	0.3
46	-1	2	-2	2.0
47	-1	2	-8	2.0
48	-2	6	0	0.8

Values by screen from above:
Entries 12 to 18 in eIF4E-4G inh, in turn: -1, 3[fluorescence artefact?], 1, -1, 6, -1[fluorescence artefact?], -2

(next part)
item	Molecule	EP2 mod	NPY-Y2 PAM-ag	EP2 antag	NPY1 pot ag	NPY-Y1 antag
49	CCOC(=O)N1CCN(C(c2ccc(C(C)C)cc2)c2sc3nc(C)nn3c2O)CC1 (stereo unspecified)	11	4	10	7	-2
50	COc1cc(C(c2sc3nc(C)nn3c2O)N2CCOCC2)cc(OC)c1OC (stereo unspecified)	-14	-5	7	-16	2
51	CC(Nc1nc(N2CCN(CCO)CC2)nc2ccccc12)c1ccccc1 (stereo unspecified)	-11	-13	7	-29	22*
52	CCN(C(=O)Cn1cnc2cc([N+](=O)[O-])ccc2c1=O)C1CCS(=O)(=O)C1 (stereo unspecified)	5	14	8	-3	0
53	CCc1nc2sc3c(=O)[nH]cnc3c2c2c1CSC(C)(C)C2	49	-17	9	9	/
54	O=C1CCCC2=C1C(c1ccc(O)c(O)c1)c1c(ccc3ncccc13)N2 (stereo unspecified)	5	-1	8	13	2
55	COc1ccccc1-c1cnnc(N/N=C/c2ccc(-c3cccc(Br)c3)o2)n1	7	6	2	2	6
56	O=C(COc1cc(O)c2c(=O)cc(-c3ccccc3)oc2c1)c1ccccc1	-7	-2	22	-16	3
57	COc1cc(NC(=O)C2CCCCC2)c2ncccc2c1	32	-15	2	-27	-2
58	O=C(O)CCCC(=O)N1CCc2cc(S(=O)(=O)N3CCc4ccccc43)ccc21	4	-12	8	-4	6
59	CCc1ccc(NC(=O)CSc2nc3ccccc3c(=O)n2CCCC(=O)N2CCCC2)cc1	34	-13	0	-13	5
60	Fc1ccccc1COc1ccc(Br)cc1CNCC1CCCO1 (stereo unspecified)	18	8	14	0	12

item	eIF4E-4G inh	p97 ATPase inh	S1P4 antag	S1P4 agonist
49	0	-2	-1	-2.3
50	-3	1	3	-1.7
51	2	0	-2	-1.4
52	2	5	8	-0.3
53	13	7	9	0.8
54	16	10	-31	1.4
55	-1[fluorescence artefact?]	4	-2	0.1
56	-19	0	-3	-0.1
57	4	-1	7	0.9
58	2	-3	0	1.0
59	1	1	2	1.2
60	-8	-4	5	0.8
